CHRM4 antagonist: antagonists of human muscarinic M4 receptor (CHRM4). P08173. CHO-hM4 cells, ACh EC80, Fluo-8 calcium fluorescence. inhibition, % at 3 µM. hit rate 0.73% among 360,000;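 active = inhibition above its plate's cutoff, the mean inhibition of sample wells plus 3 SD, cut at about 27% in these data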;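 also: 0% = acetylcholine EC80 with DMSO and 100% = DMSO without agonist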
M5 ag: agonists of human muscarinic M5 receptor (CHRM5); activation, % at 3 µM; CHO-K1 hM5 cells, Fluo-8 calcium fluorescence; 0% DMSO wells, 100% maximal acetylcholine response; hit rate 0.19% among 360,000; P08912;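 active = activation above the run's mean over test compounds plus 3 SD, cut at about 23% in these data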;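 also: signal is peak over basal fluorescence ratio across the kinetic read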
Target sequence (P08912 whole entry, looked up): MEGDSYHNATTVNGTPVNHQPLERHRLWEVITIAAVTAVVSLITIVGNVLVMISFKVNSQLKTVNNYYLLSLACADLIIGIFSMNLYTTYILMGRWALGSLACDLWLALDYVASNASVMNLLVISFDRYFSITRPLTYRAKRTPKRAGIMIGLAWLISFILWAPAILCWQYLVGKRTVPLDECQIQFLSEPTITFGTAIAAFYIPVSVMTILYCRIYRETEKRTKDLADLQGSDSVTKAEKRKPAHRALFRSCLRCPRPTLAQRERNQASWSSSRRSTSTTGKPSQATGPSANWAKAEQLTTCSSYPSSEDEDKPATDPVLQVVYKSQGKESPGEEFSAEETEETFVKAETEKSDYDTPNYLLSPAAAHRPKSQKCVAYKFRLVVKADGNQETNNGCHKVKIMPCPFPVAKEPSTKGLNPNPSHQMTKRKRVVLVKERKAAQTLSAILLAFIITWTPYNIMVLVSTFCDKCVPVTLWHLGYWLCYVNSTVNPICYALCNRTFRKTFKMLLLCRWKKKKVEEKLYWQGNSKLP
CHRM1 agonist: activates human CHRM1 receptor | P11229 | CHO-K1 hM1, Fluo-8 calcium fluorescence, agonist mode; 0% DMSO, 100% acetylcholine EC100 | activation, % at 3 µM | hit rate 0.33% among 360,000;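 active = activation above the run's mean compound activation plus 3 SD, cut at about 16% in these data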;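 also: peak over basal fluorescence ratio within a 140 s kinetic read after compound addition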
Target sequence (P11229 whole entry, looked up): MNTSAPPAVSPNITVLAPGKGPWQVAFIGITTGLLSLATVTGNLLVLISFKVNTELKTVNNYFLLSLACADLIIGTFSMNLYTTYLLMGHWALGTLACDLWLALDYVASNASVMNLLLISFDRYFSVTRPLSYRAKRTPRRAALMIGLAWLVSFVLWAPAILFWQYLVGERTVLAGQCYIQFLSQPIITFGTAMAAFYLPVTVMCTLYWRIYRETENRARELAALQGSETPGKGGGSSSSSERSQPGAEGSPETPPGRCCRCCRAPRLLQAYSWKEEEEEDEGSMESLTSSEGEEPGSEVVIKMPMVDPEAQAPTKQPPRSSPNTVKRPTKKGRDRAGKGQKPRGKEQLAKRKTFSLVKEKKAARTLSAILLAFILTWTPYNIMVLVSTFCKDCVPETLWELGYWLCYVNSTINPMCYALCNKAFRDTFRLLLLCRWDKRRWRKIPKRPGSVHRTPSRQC
M1 PAM: potentiates human M1 receptor response to acetylcholine | P11229 | CHO-K1 hM1, Fluo-8 calcium fluorescence, ACh EC20; 0% = ACh EC20, 100% = maximal ACh | hit rate 0.088% among 360,000 | activation, % at 3 µM | AID 588819; in the data active = activation above about 19%, passing the limit was not always enough
TAAR1 agonist: human TAAR1 agonism | Q96RJ0 | CHO RD-HGA16 TAAR1, Fluo-8 calcium fluorescence; vehicle wells 0%, saturating PEA agonist 100% | activation, % at 3 µM | hit rate 0.99% among 360,000 | AID 624467;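 active = activation above the mean activation of all test compounds in the run plus 3 SD, cut at about 38% in these data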
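Test system: RD-HGA16 (CHO) cells co-expressing Gα16 and hTAAR1 / Benchmarks: DMSO vehicle as 0%, PEA at EC100 as 100% / Repeats: no replicates (n 1) / Measure: % activation from peak over basal fluorescence ratio, DMSO-to-PEA scaled / Timing: 17-24 h plating, Fluo-8 75 min 37 °C, 30 min RT / Technique: kinetic Fluo-8 calcium fluorescence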
CHRM4 agonist: CHRM4 agonism in calcium assay. P08173. CHO-K1 hM4/Gqi5, Fluo-8 calcium fluorescence; vehicle 0%, full acetylcholine response 100%. activation, % at 3 µM. hit rate 0.14% among 360,000;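 active = activation above the run mean over all test wells plus 3 SD, cut at about 32% in these data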;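 also: peak over basal fluorescence ratio per well then scaled between controls; 0% = DMSO wells and 100% = acetylcholine at EC100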
M5 PAM: potentiates acetylcholine response at human M5 receptor | CHO-K1 hM5, Fluo-8 calcium, ACh EC20 PAM; 0% = ACh EC20, 100% = ACh EC100 | activation, % at 3 µM | hit rate 0.3% among 360,000;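 active = activation above the run cutoff, the mean activation of all test compounds plus 3 SD, cut at about 18% in these data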
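System: CHO-K1 hM5 cells. Reagent: acetylcholine, EC20 level. Compound dosing: single dose, 3 µM nominal final test concentration. Timing: Post-acetylcholine fluorescence recording 140 s. Detection: Fluo-8 calcium fluorescence. Read-out: % activation, ACh-normalized. Benchmarks: ACh EC20 and EC100 wells. Repeats: singlicate, one well per test compound.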
M5 antag: CHRM5 antagonism in calcium assay | CHO-hM5 cells, Fluo-8 calcium fluorescence, ACh EC80 | hit rate 0.59% among 360,000 | inhibition, % at 3 µM | P08912;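 active = inhibition above a per-plate cutoff, the mean of that plate's test compounds plus 3 SD, cut at about 27% in these data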;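 also: 0% = acetylcholine EC80 with DMSO and 100% = DMSO without agonist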
CHRM1 antagonist: human CHRM1 antagonism | P11229 | CHO-K1 hM1, Fluo-8 calcium fluorescence, ACh EC80 antagonist | inhibition, % at 3 µM | hit rate 1.3% among 360,000;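 active = percent inhibition above its own plate's cutoff, namely the mean of that plate's compound wells plus 3 SD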;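 also: peak over basal fluorescence ratio during 140 s after agonist addition; 0% = ACh EC80 plus DMSO and 100% = DMSO alone without agonist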
The depositor's hits bear a star; . = not tested or not shown. Only part of the results is shown, so the mix of outcomes need not match the whole.

SMILES	CHRM4 antagonist	M5 ag	CHRM1 agonist	M1 PAM	TAAR1 agonist	CHRM4 agonist	M5 PAM	M5 antag	CHRM1 antagonist
CC1CCCCN1CCNC(=O)C1CCN(S(=O)(=O)c2cccc3cccnc23)CC1 (stereo unspecified)	1	-4	-13	-17	8	1	4	0	27
CCOc1ccc(C(=O)CN2C(=O)NC3(CCCc4ccccc43)C2=O)cc1 (stereo unspecified)	-13	1	-3	4	4	5	-3	6	-7
Cc1ccc2oc(-c3ccc(C)c(NC(=S)NC(=O)c4cccs4)c3)nc2c1	5	1	-6	7	7	0	-2	-1	-5
CC1(c2ccccc2)NC(=O)N(CC(=O)NNC(=O)c2ccccc2F)C1=O (stereo unspecified)	-9	-1	-2	8	0	0	8	-3	-8
COc1cccc(CSc2nc3ccccc3[nH]2)c1	-4	2	-5	2	2	7	2	-8	1
CNS(=O)(=O)c1ccc(NC(=O)C2CC(=O)N(c3ccc(Cl)cc3)C2)cc1 (stereo unspecified)	-11	-3	-10	6	7	0	0	5	1
O=C(Nc1ccc(OC(F)(F)F)cc1)C1CCCN(S(=O)(=O)c2cnc[nH]2)C1 (stereo unspecified)	-5	0	-2	3	.	1	4	3	-7
Cc1nc2c(C)cccn2c1/C(O)=C1\C(=O)C(=O)N(CCN(C)C)C1c1ccccc1 (stereo unspecified)	16	2	-1	-10	3	16	-16	12	20
Cc1ccccc1N1CC(=O)N(c2ccccc2C)CC1=O	9	-2	-1	7	7	2	-5	-8	-42
COc1ccccc1COc1cccn2c(N(C)C(=O)CCC3CCCC3)c(C)nc12	17	-3	-7	-27	0	7	-9	3	25
Cc1ccc(NC(=O)NC2CCN(CC(=O)Nc3nccs3)CC2)cc1	0	-1	-3	14	3	-1	-1	-8	-16
Clc1cccc(Cl)c1Cn1cnc2c(N3CCCCCC3)ncnc21	-1	-1	-10	0	11	-1	7	1	-4
CCOCCCNC(=O)C(=O)NCCCOCC	5	-1	0	10	1	0	5	-1	-16
CCCNC(=O)C1(C)CCN(CCS(=O)(=O)c2ccc(C)cc2)C1 (stereo unspecified)	-7	1	-3	7	2	-1	3	3	-18
COc1cccc2cc(C(=O)Nc3ccccc3C)/c(=N/NS(=O)(=O)c3ccccc3)oc12	-5	2	-2	3	3	0	7	-6	-2
O=C1CCN(CCc2ccccc2)CCN1CCSc1ccc(Br)cc1	-4	-8	-9	-6	2	4	2	10	9
O=C(COC(=O)C1CSC2(c3ccc(F)cc3)CCC(=O)N12)NC(=O)NC1CCCC1 (stereo unspecified)	-1	3	-5	12	9	8	5	5	-3
O=C(O)c1ccc2oc(=O)c(S(=O)(=O)c3ccccc3)cc2c1	-2	1	-2	6	-1	0	4	2	0
COc1ccc(NC(=O)C2CCCCN2S(=O)(=O)c2ccc(F)cc2)c(OC)c1 (stereo unspecified)	-2	-2	-2	9	-1	0	-5	7	-3
CC1(C)C(CC(=O)O)CC1C(=O)O (stereo unspecified)	5	1	-3	0	0	1	14	-9	-2

Four compounds already listed, sorted by the value under M5 ag, low to high.
canonical_smiles | M5 ag
COc1ccccc1COc1cccn2c(N(C)C(=O)CCC3CCCC3)c(C)nc12 | -3
Cc1ccccc1N1CC(=O)N(c2ccccc2C)CC1=O | -2
Cc1ccc(NC(=O)NC2CCN(CC(=O)Nc3nccs3)CC2)cc1 | -1
COc1cccc(CSc2nc3ccccc3[nH]2)c1 | 2

Continued.
SMILES	CHRM4 antagonist	M5 ag	CHRM1 agonist	M1 PAM	TAAR1 agonist	CHRM4 agonist	M5 PAM	M5 antag	CHRM1 antagonist
Cc1cccc(C)c1NC(=O)C1C(c2ccc3c(c2)OCO3)=Nc2ccccc2N1C(=O)c1ccccn1 (stereo unspecified)	-8	1	.	.	3	17	0	-14	.
Cc1ccc(CC(=O)Nc2nc3ccccc3[nH]2)cc1C	-5	-3	-3	3	20	1	1	-5	-21
O=C1C2CCCN2C(c2ccc(Br)cc2)N1c1ccc(F)cc1 (stereo unspecified)	-6	-2	-10	-3	-1	0	-2	-3	-3
COc1ccc2oc(C(=O)OCC(=O)NC3CCCCC3)c(C)c2c1	8	1	-5	-3	0	5	-1	12	9
CN(C(=O)COC(=O)c1cc(=O)[nH]c2ccccc12)C1CCCCC1	4	1	-3	4	1	4	-2	9	4
Cc1cccc(C(=O)NCCNc2nc3cc(C)c(C)cc3cc2C)c1	0	-1	-4	9	23	1	-2	-5	-8
CC12CCC(=O)N1C(C(=O)NNC(=O)COc1cccc(C(F)(F)F)c1)CS2 (stereo unspecified)	-11	1	-2	6	2	2	1	4	-2
CCCCC(=O)Nc1ccc(NCc2ccc(C)s2)cc1	9	-5	-8	7	2	-1	2	14	-8
COc1ccc(S(=O)(=O)Nc2ccc(C(F)(F)F)cc2)cc1OC	-6	2	-1	3	8	6	-10	-1	-4
CS(=O)(=O)Cc1nc2ccccc2n1CC(=O)Nc1cccc(S(=O)(=O)N2CCCC2)c1	2	1	-6	15	4	0	-2	12	-10
CC(C)Oc1ccc(CN2CCC2(C)C(=O)Nc2cccc3cccnc23)cc1 (stereo unspecified)	6	0	0	-10	4	-2	-8	1	17
O=C(CN1CCN(Cc2ccccc2)CC1)N/N=C/C=C/c1ccco1	5	-2	-8	11	6	1	6	13	-3
NC(=O)c1c(NC(=O)C2c3ccccc3Oc3ccccc32)sc2c1CCCCC2	17	-1	-5	2	0	1	-6	4	-2
Cc1cc(NC(=O)c2ccc(Cl)cc2)c(C)cc1O	-1	1	-10	2	-1	1	-1	-1	1
Cc1ccccc1NC(=S)NNC(=O)c1ccco1	-7	-4	-1	-3	2	0	0	1	7
Cn1cccc1/C=C1\SC(=O)N(CC(=O)Nc2ccc(Cl)cc2)C1=O	8	0	-4	-6	28	14	-14	19	12
CCOC(=O)C1=C(c2ccccc2)NC(=O)NC1c1cccc(OC)c1OC (stereo unspecified)	-7	0	1	16	0	1	4	7	-15
Cc1cccc(Oc2ccc(S(=O)(=O)N3CCCCC3)cc2NC(=O)C2=COCCO2)c1	-7	-5	-8	-10	0	-1	-9	-2	10
CCOC(=O)N1CCN(CC(O)COc2ccc(C(C)C)c(C)c2)CC1 (stereo unspecified)	2	-4	-8	3	2	2	0	5	-1
O=C(Cc1c[nH]c2ccccc12)NCc1ccc2c(c1)OCO2	-1	3	1	11	2	3	3	-6	1
O=C(Nc1ccc(F)cc1)c1oc2ccccc2c1NC(=O)C1CCCC1	4	-1	-7	-2	.	-1	1	-2	3
Cc1occc1-c1nnc(SCC(=O)Nc2ccccn2)o1	-2	2	-1	0	0	1	1	16	2
O=c1c2c3c(sc2n(CCN2CCCC2)c(=O)n1Cc1ccco1)CCCCC3	8	-5	-7	-13	18	1	6	-10	0
CCCCNC(=O)C1(C)CCCCN1C(=O)c1ccc(F)c(C)c1 (stereo unspecified)	3	-2	-4	2	1	0	7	17	0
Cc1cc(=O)[nH]c(SCC(=O)Nc2ccc(S(=O)(=O)N3CCCCC3)cc2)n1	5	-2	-5	8	9	0	1	-7	-12
Cc1ccc(C)c(S(=O)(=O)N2CCCCC2CCNC(=O)C(=O)NC2CC2)c1 (stereo unspecified)	-6	1	-3	9	0	1	1	9	-10
Cc1ccc(C(=O)N/N=C/c2cc(Br)ccc2O)cn1	-2	5	2	19	2	1	-1	-5	-28
CC(=NOC(=O)C1CCCCC1)c1nccs1	1	2	-2	5	-1	1	-1	4	-11
CCN1CCN(C(=O)C(C)Sc2nnc3nc(C)cc(C)n23)CC1 (stereo unspecified)	0	1	-7	10	0	0	-4	9	-10
CC(C)Nc1nnc(SCC(=O)c2c[nH]c3ccccc23)s1	13	0	0	16	2	0	-1	1	-4
CCc1nn(C)c(N)c1C	-18	2	-4	0	11	0	-1	8	-5
O=C(NCCCl)Nc1ccccc1NS(=O)(=O)c1cccs1	-2	1	-4	3	0	1	7	1	-8
CCc1ccc(NC(=O)CN2C(=O)CC(C)S(=O)(=O)c3ccccc32)cc1 (stereo unspecified)	6	-4	2	0	2	2	-3	10	3
Cc1nn(C)c(Oc2cccc(Cl)c2)c1C(=O)O	6	0	-2	5	0	0	-1	-1	0
O=[N+]([O-])c1ccc(O)c(/C=N/n2c(-c3ccccc3)n[nH]c2=S)c1	7	4	-2	9	-1	1	13	-4	-15
O=C(N1CCOCC1)N1CCc2ccccc21	-2	3	-3	16	1	1	4	-1	-19
O=C1c2ccccc2CN1c1ccccc1	3	-4	-6	2	0	0	-4	13	-11
C=C(C)C(=O)Nc1cccc(C2=NOC3(C2)C[C@@H](C(N)=O)N(C(=O)c2cc([N+](=O)[O-])cc([N+](=O)[O-])c2)C3)c1 (stereo partly specified)	4	-1	-1	0	13	1	3	17	5
O=C(OCc1ccccc1)/C(=C(\O)c1ccccc1Br)c1ccc(-c2ccccc2)cn1	0	3	-3	3	11	1	2	7	1
Cc1ccnc(NS(=O)(=O)Cc2ccccc2)c1	-9	-1	-3	7	6	1	-3	3	-12
O=[N+]([O-])c1nn(-c2ccc3c(c2)OCCO3)n(O)c1=NC1CCCCCC1	1	0	-4	7	1	0	-8	2	-4
CC(=O)Nc1ccc(Oc2ccc3c(c2)C(=O)NC3=O)cc1	9	0	-3	10	4	1	-2	2	-17
N#Cc1cc(-c2ccccc2)nnc1Oc1ccccc1Cl	10	-3	-1	-5	19	0	-3	2	4
O=C(NCc1ccccn1)Nc1ccc(Br)cc1	2	-4	-3	8	4	4	-11	24	-10
Cc1cccc(NC(=S)N/N=C/c2cccc([N+](=O)[O-])c2)c1	5	-6	-3	1	.	0	-3	7	0
CCOC(=O)Cn1c(C(=O)OCC)cc2sccc21	-4	-3	-8	-7	10	1	-2	-5	0
COc1ccc(OCC(=O)OC(C)CN2CCOCC2)cc1 (stereo unspecified)	0	-1	-3	8	1	0	6	-4	-12
CC1(c2nc3ccccc3[nH]2)CCC(=O)N1Cc1cccs1 (stereo unspecified)	-3	2	-4	3	1	5	-1	4	-6
O=C(Nc1cccc(NC(=O)c2cccnc2Cl)c1)c1ccco1	0	3	-3	1	3	5	0	-3	4
Cc1ccc2cc(C#N)c(N3CCN(C(=O)c4ccccc4)CC3)nc2c1	6	0	-5	-3	8	12	-12	14	1
More entries:
SMILES	CHRM4 antagonist	M5 ag	CHRM1 agonist	M1 PAM	TAAR1 agonist	CHRM4 agonist	M5 PAM	M5 antag	CHRM1 antagonist
CCOc1ccccc1OCCCNCc1ccccc1	7	-3	-7	-3	5	0	5	10	-5
Cc1ccccc1S(=O)(=O)N(C)C[C@@H]1OCc2ccccc2-c2c(n(C)c3ccccc23)C(=O)N([C@H](C)CO)C[C@@H]1C	-1	6	5	9	7	0	4	-5	-12
O=C1CCCc2c1ccc1ccccc21	13	-5	-5	7	2	1	4	7	-14
Cc1cccc(C)c1NC(=O)Cn1c(=O)n(CCCC(=O)NCc2ccco2)c(=O)c2sccc21	-5	-1	-6	3	5	0	-1	9	-4

Screens as filed in PubChem.
